TIM10 inh: inhibits growth of TIM10 yeast strain. hit rate 1.4% among 330,000. S. cerevisiae TIM10 strain growth, BacTiter-Glo luminescence, 24 h. inhibition, % at 10 µM. AID 463195;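 active = inhibition of 40% or more at the single tested concentration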;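 also: wild-type TIM10 isogenic control strain grown at permissive 25 °C; 0% = DMSO yeast wells and 100% = minimal medium wells without yeast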
NLRP3 yeast inh: inhibitors of NALP3 inflammasome in yeast. Yeast reconstituted NLRP3/ASC/caspase-1, beta-gal luminescence, 24 h. inhibition, % at 10 µM. hit rate 0.39% among 330,000. AID 2825;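 active = inhibition of 50% or more; inactive = inhibition below 50%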;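 also: plate controls were induced DMSO wells for no effect and uninduced yeast grown without galactose for full effect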
Mdm2-MdmX inh: inhibitors of human Mdm2/MdmX interaction; O15151+Q00987; SaOS-2 split-luciferase Mdm2/MdmX complementation, luminescence; inhibition, % at 8 µM; hit rate 3% among 330,000; AID 485346;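 active = inhibition of at least 50% at 8 µM in the primary screen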
NR3A LBD binder: modulators (binders) of human NR3A ligand-binding domain | NR3A LBD differential scanning fluorimetry, Tm shift; 0% = protein alone, 100% = glycine-bound protein | Tm shift relative to glycine control, % at 25 µM | hit rate 2.5% among 340,000;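 active = melting temperature shift of at least 10% of the positive control shift, at one fixed dose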
tim23-1 inh: growth inhibitors of tim23-1 mutant yeast | S. cerevisiae tim23-1 growth, BacTiter-Glo luminescence, 24 h | inhibition, % at 20 µM | hit rate 1.3% among 330,000 | AID 463212;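 active = growth inhibition of the mutant yeast at or above 50%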;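 also: temperature-sensitive mutant grown at 25 °C; plate controls were DMSO-treated mutant yeast for no effect and medium wells lacking yeast for full effect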
XBP1 UPR activ: activators of adaptive arm of unfolded protein response (XBP1) | AID 463104 | hit rate 0.33% among 330,000 | activation, % at 20 µM | CHO-XBP1 luciferase reporter, IRE1-XBP1 UPR activation, luminescence; percent of tunicamycin response, DMSO as zero;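 active = versus positive control, 20 µM dose yields 30% or more activation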;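 also: 100% = tunicamycin at 10 µg/mL and 0% = DMSO only wells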
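Material: CHO cell line with stable XBP1 luciferase reporter; schedule: 16-18 h cell attachment at 37 °C, then 6 h compound exposure; signal: glow luminescence from Steady-Glo reagent; medium: serum-containing F12 medium, 10% FBS; benchmarks: tunicamycin 10 µg/mL and vehicle-only wells; read-out: percent activation relative to tunicamycin reference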
tim10-1 inh: inhibits growth of tim10-1 mutant yeast. S. cerevisiae tim10-1 ts strain growth, BacTiter-Glo, 24 h. inhibition, % at 20 µM. hit rate 2.2% among 330,000;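 active = inhibition of at least 40%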;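 also: mutant grown at 25 °C; 0% = DMSO wells with yeast and 100% = wells holding no yeast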
APJ ag: agonists of human APJ apelin receptor. hit rate 0.11% among 330,000. activation, % at 20 µM. P35414. CHO-K1 APJ PathHunter beta-arrestin, luminescence; 0% DMSO wells, 100% apelin;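 active = activation more than six SD over the plate average, tested at 20 µM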;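 also: 0% = DMSO alone and 100% = apelin-13 at 10 nM; some results filed as inactive read as strong as hits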
Target sequence (P35414 whole entry, looked up): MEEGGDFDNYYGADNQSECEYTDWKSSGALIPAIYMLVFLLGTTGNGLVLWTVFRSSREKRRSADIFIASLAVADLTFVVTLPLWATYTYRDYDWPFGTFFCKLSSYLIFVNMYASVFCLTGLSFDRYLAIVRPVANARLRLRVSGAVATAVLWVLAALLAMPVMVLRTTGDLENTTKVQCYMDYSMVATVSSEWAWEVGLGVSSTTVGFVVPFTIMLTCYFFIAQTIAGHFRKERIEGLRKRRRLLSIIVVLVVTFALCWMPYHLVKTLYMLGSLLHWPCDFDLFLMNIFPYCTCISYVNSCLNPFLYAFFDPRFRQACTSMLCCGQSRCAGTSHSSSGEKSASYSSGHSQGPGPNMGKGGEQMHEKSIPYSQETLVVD
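Assay system: engineered CHO-K1 APJ arrestin reporter cells; Amount: 1000 CHO-K1 reporter cells seeded per well; Dosing: one dose, 20 µM compound, 1% DMSO; Times: compound stimulation 90 min at 25 °C, detection 60 min; Measured by: luminescent beta-gal fragment complementation, chemiluminescent substrate; Read-out: APJ–arrestin association signal; Controls: DMSO vs Apelin-13 10 nM.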
UPR CHOP act: apoptotic UPR (CHOP) activation; CHO-CHOP luciferase reporter, luminescence; percent of tunicamycin response over DMSO baseline; activation, % at 10 µM; hit rate 0.34% among 330,000; AID 449763;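 active = at 10 µM dose, activation of 40% or more, normalized to positive control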;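 also: 100% = tunicamycin at 10 µg/mL and 0% = DMSO alone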
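Test system: CHO CHOP reporter cells. Input: 500 CHO-CHOP cells per well. Medium: F12 with 10% FBS. Technique: luciferase luminescence. Measure: percent activation relative to tunicamycin control. Dosing: 10 µM compound, 0.5% DMSO. Timing: 16-18 h cell attachment, then 6 h compound exposure, 37 °C.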
Starred values were filed as active, the others as inactive; · = no result given.

SMILES | TIM10 inh | NLRP3 yeast inh | Mdm2-MdmX inh | NR3A LBD binder | tim23-1 inh | XBP1 UPR activ | tim10-1 inh | APJ ag | UPR CHOP act
CC(C)(C)C(=O)Nc1ncc(C(F)(F)F)cc1Cl | 4.1 | -1.8 | 20.6 | -0.7 | -3.7 | 0.9 | -0.1 | -2.2 | 0.6
C[C@@H](CSc1ccccc1)CN1CC[C@H](C(C)(C)C)CCC1=O | -9.4 | -0.1 | 5.8 | -0.9 | -15.2 | 2.0 | 27.7 | -6.7 | -1.5
COc1ccc(N2CCN(C(=O)CSc3nnc(-c4ccc5[nH]c(C)c(C)c5c4)o3)CC2)cc1 | 12.3 | 8.4 | 23.7 | -2.7 | 6.4 | -0.6 | 10.4 | -1.1 | 2.4
CCC(C)(C)n1nnnc1C(C(C)C)N(Cc1ccco1)Cc1cc2cc3c(cc2[nH]c1=O)OCO3 (stereo not given) | 5.9 | -1.3 | -6.3 | -2.5 | 26.5 | -0.9 | 22.6 | -2.4 | 6.2
CN(C)S(=O)(=O)c1ccc(Cl)c(C(=O)NC2=NCCS2)c1 | 10.0 | 3.0 | 8.0 | 0.9 | -1.7 | -1.2 | -7.3 | -2.2 | 0.4
CC(C)c1ccc(NC(=O)Cn2nnc(C(=O)NCc3ccc4c(c3)OCO4)c2N)cc1 | -4.0 | 16.8 | 24.0 | -11.4 | -1.1 | 1.9 | 10.2 | -1.5 | 2.7
Cc1cc(C)c(NC(=O)CS(=O)CC(=O)NCC2CCCO2)c(C)c1 (stereo not given) | -0.5 | -4.7 | 24.1 | -1.4 | 12.6 | 0.0 | 11.0 | 3.9 | 2.0
CCCC(=O)Nc1ccc(C(=O)N2CCCC2)cc1 | 15.6 | 6.0 | -9.7 | -0.9 | 9.7 | 2.8 | 11.2 | -0.9 | -0.6
COc1ccc(N2CCN(C(=O)c3c(-c4c(F)cccc4Cl)noc3C)CC2)cc1 | 16.0 | 14.5 | 16.6 | 2.1 | 32.2 | -5.1 | 19.8 | -4.8 | -0.1
COc1ccccc1CCN=C(N)NS(=O)(=O)c1ccc(C)cc1 | 8.4 | 17.4 | 1.9 | -0.7 | 14.2 | -1.3 | 8.1 | -3.3 | -1.9
O=C1COc2ccc(C(=O)CSc3nnc(Cc4cccs4)n3-c3ccc(Cl)cc3)cc2N1 | -3.9 | 15.8 | 19.4 | 4.4 | 24.0 | -4.0 | 21.6 | 2.2 | -0.2
CCOC(=O)c1sc(Nc2ccc(Br)cc2)nc1C | 33.8 | 14.7 | -47.6 | 13.9* | 29.1 | 1.2 | 37.3 | 1.2 | 4.0
COC(=O)c1ccc(CNC(=O)COc2ccccc2Br)o1 | 14.6 | 4.9 | 13.1 | -18.8 | 13.9 | 4.3 | 6.1 | -3.8 | 2.9
CCC(CC)c1nnc(NC(=O)C2COc3ccccc3O2)s1 (stereo not given) | 37.4 | 13.3 | -41.1 | 1.4 | 50.3* | -0.2 | 47.4* | -3.2 | 2.7
O=C(OCc1cc(=O)n2cc(Br)ccc2n1)C1COc2ccccc2O1 (stereo not given) | 3.3 | 18.7 | -18.6 | 0.3 | 22.0 | -0.6 | 27.7 | -3.4 | 0.3
CCc1nnc(NS(=O)(=O)c2ccc(NC(=O)c3ccccc3O)cc2)s1 | 8.7 | 13.3 | 2.4 | -2.6 | 16.6 | -1.7 | -5.3 | -2.8 | -0.4
CCOc1cccc(C(=O)Nc2ccc(N3CCN(S(C)(=O)=O)CC3)cc2)c1 | -0.9 | 20.7 | 0.9 | -20.8 | -19.5 | 1.8 | -4.2 | 0.1 | 2.2
CN(CC(=O)Nc1ccc(F)cc1)C(=O)COC(=O)CNC(=O)c1sc2ccccc2c1Cl | -1.8 | 7.7 | 12.4 | -12.7 | 12.0 | -1.3 | -7.9 | -3.4 | 4.1
Cc1cc([N+](=O)[O-])cnc1N1CCOCC1 | 5.2 | -5.3 | 21.6 | 0.5 | 17.5 | -0.2 | 7.6 | 1.2 | -0.1
CN(C(=O)CS(=O)(=O)c1cn(CC(=O)N2CCCCC2)c2ccccc12)c1ccccc1 | 19.2 | 5.7 | 17.5 | 2.2 | -1.3 | 0.7 | 4.0 | -2.8 | -1.1
OC(COCc1ccco1)CN1CCN(c2ccccc2)CC1 (stereo not given) | -3.6 | -2.5 | 10.1 | -6.2 | 10.1 | 0.2 | -12.0 | 1.5 | 1.8
O=C(Cc1c(O)c2ccccc2[nH]c1=O)NCc1ccccc1F | -17.6 | 22.4 | 5.8 | 2.7 | -8.2 | -2.5 | -30.2 | 2.9 | -1.5
Cc1ccc(C)c(N(CC(=O)NN=C2CCCCCCC2)S(C)(=O)=O)c1 | -3.6 | 9.7 | 10.8 | 0.0 | 3.9 | -0.1 | -1.0 | -1.1 | 0.8
Cc1cc(C)c(C)c(S(=O)(=O)NCc2ccc(C(=O)N3CCOCC3)cc2)c1C | -6.7 | 1.5 | 15.5 | 0.4 | -1.0 | 0.1 | 9.1 | 1.7 | -1.1
CCOc1c(C)cc(S(=O)(=O)NCc2cccnc2)c(C)c1C | 9.1 | 1.1 | 14.8 | 2.8 | 9.8 | -2.6 | 7.2 | 0.6 | 0.1

Complete entries as entered above.
Entry for Cc1ccc(C)c(N(CC(=O)NN=C2CCCCCCC2)S(C)(=O)=O)c1 = TIM10 inh: -3.6; NLRP3 yeast inh: 9.7; Mdm2-MdmX inh: 10.8; NR3A LBD binder: 0.0; tim23-1 inh: 3.9; XBP1 UPR activ: -0.1; tim10-1 inh: -1.0; APJ ag: -1.1; UPR CHOP act: 0.8
Entry for O=C1COc2ccc(C(=O)CSc3nnc(Cc4cccs4)n3-c3ccc(Cl)cc3)cc2N1 = TIM10 inh: -3.9; NLRP3 yeast inh: 15.8; Mdm2-MdmX inh: 19.4; NR3A LBD binder: 4.4; tim23-1 inh: 24.0; XBP1 UPR activ: -4.0; tim10-1 inh: 21.6; APJ ag: 2.2; UPR CHOP act: -0.2

Following part
SMILES | TIM10 inh | NLRP3 yeast inh | Mdm2-MdmX inh | NR3A LBD binder | tim23-1 inh | XBP1 UPR activ | tim10-1 inh | APJ ag | UPR CHOP act
Cc1ccc(CNC(=O)Cc2csc(Nc3nc(=S)[nH]c4ccccc34)n2)cc1 | 3.6 | 24.8 | 57.3* | · | 3.8 | 0.3 | 40.0 | -4.1 | 1.7
CCOC(=O)C(NC(=O)c1ccc(OC)cc1)(Nc1cc(C)on1)C(F)(F)F (stereo not given) | -2.5 | 9.8 | 0.1 | 2.6 | -2.2 | 1.9 | 17.2 | -4.2 | 2.3
Cc1cc(C)n(-c2cc(N3CCN(S(=O)(=O)c4ccc(Br)cc4)CC3)ccc2[N+](=O)[O-])n1 | 16.9 | 14.1 | 23.0 | -2.8 | 28.1 | -1.7 | 27.4 | 1.8 | 1.3
c1ccc(CSc2ncnc3c2oc2ccccc23)cc1 | 18.0 | -1.3 | 4.1 | 5.7 | 7.8 | 3.4 | 23.2 | 3.8 | -1.8
COc1c(C(=O)Nc2ccc3[nH]c(=O)[nH]c3c2)cc2ccccc2c1Br | -3.9 | 19.3 | -36.8 | -2.1 | -12.6 | -3.1 | -7.6 | -3.4 | -0.5
O=C(Nc1ccncc1)c1ccc2c(c1)C(=O)N(C1CCCCC1)C2=O | 8.5 | -11.3 | -2.1 | 3.5 | -12.7 | -2.9 | 39.5 | -0.9 | -1.5
COc1ccc(-c2ccc(OC)cc2C(=O)O)cc1 | 7.9 | -0.7 | 5.2 | 2.2 | 7.0 | 1.4 | 15.1 | -0.5 | -0.5
COc1ccccc1OCC(=O)N1CCCC(Nc2cccc(F)c2)C1 (stereo not given) | 5.7 | 12.3 | 12.7 | 0.3 | -1.5 | -8.1 | -2.8 | -1.9 | 1.3
CCOc1cc(C=C2C(=O)c3ccccc3C2=O)ccc1OCC(=O)Nc1ccc(C)cc1 | 6.0 | 10.3 | 5.2 | 13.7* | -3.8 | -2.7 | 19.1 | 2.4 | 0.9
CCOC(=O)N1CCN(S(=O)(=O)c2ccc(F)c(C(=O)Nc3cc(C)cc(C)c3)c2)CC1 | 30.0 | 14.3 | 34.4 | -1.0 | 22.7 | -1.2 | 21.6 | 3.3 | 3.3
COc1ccc(C(C)=O)cc1COC(=O)CSC(C)C(=O)Nc1cc(C)on1 (stereo not given) | 10.3 | 12.7 | 12.1 | -1.7 | 2.0 | 3.1 | 6.2 | -0.5 | 2.2
CCOc1ccc(Br)cc1S(=O)(=O)Nc1ccccc1N1CCOCC1 | 16.3 | 12.8 | 21.8 | -11.7 | 16.2 | -1.0 | 6.9 | -1.9 | -0.8
CC1=C(C)CC2C(=O)N(c3cccc4ccccc34)C(=O)C2C1 (stereo not given) | 6.8 | 9.9 | 10.1 | 3.5 | 28.1 | 0.2 | 15.7 | -3.7 | -2.0
CCCC(C)NNC(=O)c1cc2ccccc2[nH]1 (stereo not given) | -13.8 | 7.9 | 4.3 | 0.1 | -2.7 | 0.0 | 6.8 | -3.5 | 1.1
CS(=O)(=O)N(CC(=O)Nc1c(F)cccc1F)c1cccc([N+](=O)[O-])c1 | -5.6 | 2.8 | 4.7 | 0.6 | 5.5 | -6.9 | -12.6 | 1.1 | -0.2
O=C1NC(c2ccccc2Br)=N/C1=C\c1ccco1 | 16.3 | 3.2 | 17.9 | -1.4 | 29.1 | 6.5 | 8.8 | -1.2 | 8.3
CC(C)(C)n1nnnc1C(c1cccc(C#N)c1)N1CCCc2ccccc21 (stereo not given) | 43.0* | -3.2 | -10.5 | 4.8 | 37.1 | -3.7 | 36.0 | -6.6 | 2.4
Cc1cccc(Nc2nc(-c3ccc(O)cc3O)cs2)n1 | 32.9 | 23.4 | -86.2 | 39.7* | 87.2* | 1.9 | 43.4* | 5.7 | 4.8
COCc1cc(=O)n2c(-c3ccccc3OC)n[nH]c2n1 | 0.9 | 26.0 | -59.3 | -5.0 | 19.9 | -2.9 | -2.5 | 2.8 | -0.5
C=CC[C@H](CC(=O)NCCO)C(=O)N[C@@H](COC(=O)[C@@H](CC=C)Cc1ccc(F)cc1)Cc1ccccc1 | 4.5 | 0.1 | -16.2 | -1.4 | -4.6 | 3.2 | 2.9 | -1.1 | 0.8
CCn1c(SCC(=O)Nc2ccc3c(c2)OCCO3)nnc1-c1ccncc1 | -0.2 | 10.3 | 5.2 | -0.3 | -1.2 | -8.1 | -9.1 | 0.3 | 1.0
CCOC(=O)C1=C(C)N(CCCCCC(=O)O)C(=O)NC1c1cccc([N+](=O)[O-])c1 (stereo not given) | 2.0 | 8.7 | 9.9 | 0.1 | 5.6 | 3.3 | -8.7 | 0.2 | 1.0
CC1CC(=O)N(c2ccc(N(C)Cc3ccccc3)c([N+](=O)[O-])c2)C1=O (stereo not given) | -0.8 | 40.0 | -5.4 | 0.3 | 7.5 | 2.9 | -2.3 | -1.2 | 1.8
Cc1cc(C)c(S(=O)(=O)N(C)CC(=O)NCc2ccccn2)c(C)c1 | 9.8 | -1.0 | -4.8 | 1.7 | 5.0 | -1.9 | 9.4 | 2.0 | -0.2
O=C(NCc1ccncc1)c1cncc(Br)c1 | -2.5 | 19.4 | -26.3 | 0.3 | 19.6 | -4.7 | -7.4 | -1.4 | 0.1
